DENV2 CPE: DENV2-induced cell death inhibition | DENV2-infected cells, cytopathic effect rescue, plate reader | CPE inhibition, % at 9.99 µM | 1.7% of 350,000 active | AID 651640; in the data active = CPE inhibition above about 20%, passing the limit was not always enough; inconclusive = no clear call, values can overlap the other calls; tested in BHK-21 cells;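 note: 0% = median of neutral control wells and 100% = median of positive control wells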
PglD inh: PglD (C. jejuni) enzyme inhibition. purified PglD enzyme, DTNB colorimetric CoA detection. inhibition, % at 12.5 µM. AID 602405. 0.098% of 360,000 active; in the data active = inhibition above about 16%, passing the limit was not always enough; inconclusive = no clear call, values can overlap the other calls; note: strong numbers were not always called active
ERp5 inh: blocks human ERp5 reductase activity on insulin; Q15084; 0.05% of 350,000 active; inhibition, % at 9.99 µM; ERp5 insulin aggregation, absorbance 650 nm, 90 min;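 active = mean replicate inhibition above about 25%, with every replicate also reaching it, limit read from the data, passing the limit was not always enough; inconclusive = only one of those two criteria met; inactive = neither criterion met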
Target sequence (Q15084 whole entry, looked up): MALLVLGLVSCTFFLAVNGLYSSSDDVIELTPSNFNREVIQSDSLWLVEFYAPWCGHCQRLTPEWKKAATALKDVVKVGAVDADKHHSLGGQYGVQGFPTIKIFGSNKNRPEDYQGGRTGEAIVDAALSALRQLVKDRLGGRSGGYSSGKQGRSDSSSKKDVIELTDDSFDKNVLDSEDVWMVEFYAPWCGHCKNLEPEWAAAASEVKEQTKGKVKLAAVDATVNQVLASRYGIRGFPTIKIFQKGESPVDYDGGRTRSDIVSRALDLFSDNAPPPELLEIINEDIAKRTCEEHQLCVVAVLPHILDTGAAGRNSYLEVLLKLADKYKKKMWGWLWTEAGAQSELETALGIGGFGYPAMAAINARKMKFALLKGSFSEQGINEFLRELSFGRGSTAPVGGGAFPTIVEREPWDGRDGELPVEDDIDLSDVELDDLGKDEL
C2C12 statin: suppression of simvastatin myotoxicity. C2C12 myotubes + simvastatin, ATP luminescence, 48 h; scaled: DMSO 0, geranylgeraniol control 100. rescue of ATP level, % at 7.49 µM. 0.78% of 330,000 active. AID 602340;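 active = mean ATP rescue above about 67%, or every replicate alone reaching that limit, limit read from the data, passing the limit was not always enough; inconclusive = no clear call, values can overlap the other calls; inactive = mean under the limit and some replicate under it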;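 note: myotubes were challenged with 10 µM simvastatin during compound exposure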
SIRT5 inh: sirtuin-5 (human) deacylase inhibition. Q9NXA8. Purified SirT5, succinyl-peptide AMC, trypsin-coupled fluorescence. inhibition, % at 15 µM. 1.1% of 330,000 active. AID 652115; in the data active = inhibition above about 15%; inconclusive = no clear call, values can overlap the other calls
Target sequence (Q9NXA8 whole entry, looked up): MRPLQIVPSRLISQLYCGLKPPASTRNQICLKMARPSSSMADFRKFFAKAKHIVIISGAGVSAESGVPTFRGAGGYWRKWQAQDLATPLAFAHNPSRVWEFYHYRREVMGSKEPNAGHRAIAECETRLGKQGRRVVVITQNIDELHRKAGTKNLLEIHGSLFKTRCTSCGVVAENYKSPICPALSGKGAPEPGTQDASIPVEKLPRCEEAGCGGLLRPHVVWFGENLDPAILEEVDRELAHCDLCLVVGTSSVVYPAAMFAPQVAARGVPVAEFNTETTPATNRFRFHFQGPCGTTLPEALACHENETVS
E-sel inducer: induces E-selectin expression in human endothelial cells | HUVEC E-selectin immunofluorescence imaging; normalized: neutral wells 0, TNF-alpha wells 100 | activation, % at 7.58 µM | 0.37% of 260,000 active | AID 686992;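 active = mean E-selectin-positive cell signal at least 10% of the positive control, reached in at least 60% of replicates, without over 20% cell loss; inconclusive = no rule given, readout overlaps actives, possibly toxicity-flagged; inactive = the rest, including those meeting only one limit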;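 note: in these data hits start at about 27%; measured in HUVEC primary endothelial cells; signal is the percent of cells scored E-selectin positive by PE staining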
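Test system: HUVEC | Signal: Immunofluorescence imaging | Read-out: Percent E-selectin-positive cells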
S100A4 MyoIIA: inhibitors of human S100A4 binding to myosin IIA peptide. P26447. S100A4/TAMRA-MyoIIA peptide fluorescence polarization. inhibition, % at 10.7 µM. 0.14% of 360,000 active. AID 652163;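 active = mean inhibition of at least 70% across replicates, with every replicate also reaching that level; inconclusive = mean inhibition reaches 70% but some replicates fall short; inactive = mean inhibition below 70%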
Target sequence (P26447 whole entry, looked up): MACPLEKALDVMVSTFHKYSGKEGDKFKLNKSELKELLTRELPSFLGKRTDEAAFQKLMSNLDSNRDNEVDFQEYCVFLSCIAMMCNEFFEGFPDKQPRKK
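System – human S100A4 monomer protein, biochemical binding assay · Buffer or medium – Calcium-containing HEPES buffer, pH 7.2 · Timing – 5 min between mix addition and reading · Also added – TAMRA-labelled myosin IIA heavy-chain peptide probe, 5 nM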
* = called active by the depositor; & = joins results of further samples.

Start of the listing, in advance:
`O=C(CC1C(=O)NCCN1Cc1cccc(F)c1F)NC1CCCCCC1` (configuration not stated) gave DENV2 CPE 11, PglD inh -1, ERp5 inh -1, SIRT5 inh 2 and S100A4 MyoIIA -3.
`CSc1ccc(CN(C)C(=O)c2cccc(S(=O)(=O)N3CCN(Cc4ccccc4)CC3)c2)cc1` gave DENV2 CPE 6, PglD inh 3, ERp5 inh 14, C2C12 statin -23, SIRT5 inh -2 and S100A4 MyoIIA 0.
For CCOc1ccccc1OCCCNCc1ccco1 the results were DENV2 CPE -11, ERp5 inh 3, SIRT5 inh 8, E-sel inducer -1.3 and S100A4 MyoIIA -6.
For O=C(c1sc2cccc(Cl)c2c1Cl)N1CCN(CCc2ccccn2)CC1 the results were DENV2 CPE -3, PglD inh -4, ERp5 inh 2, C2C12 statin 2, SIRT5 inh -1 and S100A4 MyoIIA -3.

The listing, previewed entries included:
`O=C(CC1C(=O)NCCN1Cc1cccc(F)c1F)NC1CCCCCC1` (configuration not stated) gave DENV2 CPE 11, PglD inh -1, ERp5 inh -1, SIRT5 inh 2 and S100A4 MyoIIA -3.
`CSc1ccc(CN(C)C(=O)c2cccc(S(=O)(=O)N3CCN(Cc4ccccc4)CC3)c2)cc1` gave DENV2 CPE 6, PglD inh 3, ERp5 inh 14, C2C12 statin -23, SIRT5 inh -2 and S100A4 MyoIIA 0.
For CCOc1ccccc1OCCCNCc1ccco1 the results were DENV2 CPE -11, ERp5 inh 3, SIRT5 inh 8, E-sel inducer -1.3 and S100A4 MyoIIA -6.
For O=C(c1sc2cccc(Cl)c2c1Cl)N1CCN(CCc2ccccn2)CC1 the results were DENV2 CPE -3, PglD inh -4, ERp5 inh 2, C2C12 statin 2, SIRT5 inh -1 and S100A4 MyoIIA -3.
CC(=O)Nc1cccc(N/C(N)=N/c2nc(C)cc(C)n2)c1 was read as DENV2 CPE 2, ERp5 inh 2, SIRT5 inh 3 and S100A4 MyoIIA 0.
For C=CCCC[C@H]1OC(=O)[C@H](C)NC(=O)[C@H](C(C)C)NC(=O)[C@@H]2CCCN2C(=O)[C@H](Cc2ccccc2)OC(=O)[C@@H](C(C)C)N(C)C(=O)[C@H](C(C)C)NC(=O)C1(C)C the results were DENV2 CPE -6, ERp5 inh -2, SIRT5 inh 9, E-sel inducer -1.7 and S100A4 MyoIIA -5.
For CC(C)[C@@H]1Cc2[nH]c(=S)[nH]c(=O)c2[C@H](CCc2ccccc2)O1 the results were DENV2 CPE 19, ERp5 inh 2, SIRT5 inh -3, E-sel inducer 6.2 and S100A4 MyoIIA -4.
Screening C[C@@H]1CN([C@@H](C)CO)C(=O)c2cc(NS(=O)(=O)c3ccccc3)ccc2O[C@H]1CN(C)S(C)(=O)=O returned DENV2 CPE -3, PglD inh 0, ERp5 inh 11, C2C12 statin -29, SIRT5 inh 2, E-sel inducer -0.1 and S100A4 MyoIIA 7.
CCS(=O)(=O)N1CCCCN2[C@H](CO)[C@@H](c3ccc(-c4ccc(C#N)cc4)cc3)[C@H]2C1 was read as DENV2 CPE 13, PglD inh -1, ERp5 inh 2, C2C12 statin 17, SIRT5 inh 6, E-sel inducer -0.4 and S100A4 MyoIIA 15.
`N#CCCn1c(Cl)nc2ccccc21` gave DENV2 CPE 1, PglD inh 9, ERp5 inh 3, C2C12 statin -6, SIRT5 inh -4 and S100A4 MyoIIA 6.
COc1ccc(Nc2ncnc3ccc(C)cc23)cc1 was read as DENV2 CPE -1, PglD inh -3, ERp5 inh -6, C2C12 statin -32, SIRT5 inh 0, E-sel inducer 0.3 and S100A4 MyoIIA 0.
Screening COc1ccc(-c2nnn(CC(=O)N(Cc3ccco3)C(C(=O)NCC3CCCO3)c3ccco3)n2)cc1 (configuration not stated) returned DENV2 CPE -4, ERp5 inh 1, SIRT5 inh 1, E-sel inducer 0.4 and S100A4 MyoIIA -4.
For C=C1CCN(C(Cc2ccccc2)C(=O)OC)S(=O)(=O)c2ccc(F)cc21 (configuration not stated) the results were DENV2 CPE inconclusive, PglD inh 7, ERp5 inh 1, C2C12 statin -7, SIRT5 inh -1, E-sel inducer 0.1 and S100A4 MyoIIA 0.
C[C@H](CO)N1C[C@H](C)[C@H](CN(C)C(=O)C2CCCCC2)Oc2cc(-c3cncnc3)ccc2S1(=O)=O was read as DENV2 CPE -1, PglD inh 3, ERp5 inh 0, C2C12 statin -1, SIRT5 inh 7, E-sel inducer 0.1 and S100A4 MyoIIA 11.
For CC(C)CC#Cc1ccc2c(c1)O[C@H](CN(C)Cc1ccccc1F)[C@@H](C)CN([C@@H](C)CO)S2(=O)=O the results were DENV2 CPE 0, PglD inh -4, ERp5 inh 2, C2C12 statin -66, SIRT5 inh 1, E-sel inducer 0.4 and S100A4 MyoIIA -7.
Screening O=C(CCSc1ccc(Cl)cc1)Nc1cccnc1 returned DENV2 CPE -4, ERp5 inh 9, SIRT5 inh 4, E-sel inducer 0.1 and S100A4 MyoIIA -2.
`O=C(Nc1cccc(C(F)(F)F)c1)OCCN1CCN(Cc2ccccc2)CCC1=O` gave DENV2 CPE 70*, PglD inh -1, ERp5 inh 3, E-sel inducer 0.1 and S100A4 MyoIIA -5.
C[C@@H]1CCCCO[C@@H](CN(C)S(C)(=O)=O)[C@@H](C)CN([C@H](C)CO)C(=O)c2cc(NC(=O)Nc3cccc4ccccc34)ccc2O1 was read as DENV2 CPE inconclusive, PglD inh 3, ERp5 inh -4, SIRT5 inh -3, E-sel inducer -0.1 and S100A4 MyoIIA 9.
N#CC1=C(SCC(=O)Nc2ccc(C(=O)O)cc2)NC(=O)CC1c1ccco1 (configuration not stated) was read as DENV2 CPE -3, PglD inh -2, ERp5 inh -6, C2C12 statin 11, SIRT5 inh 4 and S100A4 MyoIIA -29.
Screening O=C(Nc1ccccc1F)N1C[C@@H]2[C@H](c3ccccc31)[C@H](CO)N2C(=O)Nc1ccccc1 returned DENV2 CPE 10, PglD inh 5, ERp5 inh -13, C2C12 statin -5, SIRT5 inh -1 and E-sel inducer 0.0.
For C[C@H]1CN([C@@H](C)CO)S(=O)(=O)c2ccc(C3=CCCCC3)cc2O[C@H]1CN(C)S(=O)(=O)c1ccc(F)cc1 the results were DENV2 CPE 1, PglD inh -1, ERp5 inh -1, C2C12 statin -2, SIRT5 inh 27*, E-sel inducer 0.5 and S100A4 MyoIIA 7.
Screening Cc1cccc(Nc2nc(-c3ccc(F)c(C)c3)cs2)n1 returned DENV2 CPE -4, PglD inh 3, ERp5 inh -1, C2C12 statin -4, SIRT5 inh -5, E-sel inducer 0.0 and S100A4 MyoIIA 4.
For COc1ccc(-c2ccccc2[C@@H]2[C@H](C#N)N(C(=O)C3CCC3)[C@H]2CO)cc1 the results were DENV2 CPE 4, ERp5 inh 4, SIRT5 inh 5, E-sel inducer 0.1 and S100A4 MyoIIA -15.
`CCC(C)c1ccccc1N1CC(C(=O)N2CCN(S(=O)(=O)c3cccc([N+](=O)[O-])c3)CC2)CC1=O` (configuration not stated) gave DENV2 CPE -8, ERp5 inh 0, SIRT5 inh 1, E-sel inducer -0.4 and S100A4 MyoIIA -3.
`N#C/C(=C\c1ccc(C(=O)O)cc1)c1nc2sc3c(c2c(=O)[nH]1)CCCC3` gave DENV2 CPE 1, ERp5 inh 3, SIRT5 inh 20* and S100A4 MyoIIA -3.
`COc1cccc(-c2cc(N)nn2C(=O)Nc2ccc(Cl)cc2)c1` gave DENV2 CPE 14, PglD inh 4, ERp5 inh 3, C2C12 statin -8, SIRT5 inh 6 and S100A4 MyoIIA -7.
`O=C(Cc1ccccc1)N1CC2(C1)[C@H](c1ccccc1)[C@H](CO)N2C(=O)c1cccnc1` gave DENV2 CPE 0, ERp5 inh 5, SIRT5 inh -1, E-sel inducer 0.1 and S100A4 MyoIIA -28.
Screening O=C(O)c1cccnc1SC1CC(=O)N(c2ccc(OC(F)F)cc2)C1=O (configuration not stated) returned DENV2 CPE 4, PglD inh 0, ERp5 inh -1, C2C12 statin 18, SIRT5 inh -2, E-sel inducer 0.3 and S100A4 MyoIIA 1.
`COc1cccc(NC(=O)N2CCC(NC(=O)C(Cc3ccccc3OC)NC(C)=O)CC2)c1` (configuration not stated) gave DENV2 CPE 0, PglD inh 2, ERp5 inh 1, C2C12 statin -26, SIRT5 inh -1 and S100A4 MyoIIA -5.
For CCOc1ccc(NC(=O)CCn2ccnc2)cc1 the results were DENV2 CPE 5, PglD inh 10, ERp5 inh 5, C2C12 statin -2, SIRT5 inh 0, E-sel inducer 0.2 and S100A4 MyoIIA -3.
Screening COc1ccc(NC(=O)CSCC(=O)N2CCCc3ccccc32)cc1 returned DENV2 CPE 6, PglD inh -2, ERp5 inh 9, C2C12 statin -2, SIRT5 inh 3, E-sel inducer 0.2 and S100A4 MyoIIA 1.
`Oc1ccc(-c2[nH]ncc2-c2nc3ccccc3s2)c(O)c1` gave DENV2 CPE -6, ERp5 inh 4, SIRT5 inh 0, E-sel inducer -0.8 and S100A4 MyoIIA -9.
Screening C[C@@H]1CN([C@H](C)CO)C(=O)CCCn2cc(nn2)CO[C@H]1CN(C)C(=O)Cc1ccccc1 returned DENV2 CPE 0, PglD inh -3&0, ERp5 inh -9&0, C2C12 statin 1&-26, SIRT5 inh -2&10, E-sel inducer 0.1 and S100A4 MyoIIA 1&0.
Screening COc1ccc(CCNC(=O)CCCc2nnc3n(C)c(=O)c4sccc4n23)cc1OC returned DENV2 CPE -3, PglD inh -4, ERp5 inh 0, C2C12 statin -2, SIRT5 inh -7 and S100A4 MyoIIA -4.
Screening O=[N+]([O-])c1ccc(-c2nc(=S)c3c(o2)CCCC3)cc1 returned DENV2 CPE 1, PglD inh -1, ERp5 inh -1, C2C12 statin 14, SIRT5 inh 1, E-sel inducer -2.2 and S100A4 MyoIIA -3.
For COc1ccc(NC(=O)NNC(=O)c2ccc3ccccc3c2)cc1OC the results were DENV2 CPE 0, PglD inh 1, ERp5 inh -10, C2C12 statin 5, SIRT5 inh 0, E-sel inducer 0.8 and S100A4 MyoIIA -1.
`O=C(COC(=O)C1CCN(c2ccc(C(F)(F)F)cn2)CC1)c1ccc(Cl)cc1` gave DENV2 CPE 10, ERp5 inh 12, SIRT5 inh -3 and S100A4 MyoIIA -6.
O=c1cc(-c2ccccc2Cl)oc2ccc([N+](=O)[O-])c(O)c12 was read as DENV2 CPE -4, PglD inh -6, ERp5 inh 8, C2C12 statin -67, E-sel inducer -0.1 and S100A4 MyoIIA -1.
For CS(=O)(=O)c1ccc(Cl)c(NC(=O)COC(=O)/C=C/c2cnc3ccccc3n2)c1 the results were DENV2 CPE -1, ERp5 inh 4, SIRT5 inh 1, E-sel inducer 2.5 and S100A4 MyoIIA 0.
For Fc1cccc(-c2ccc(C3[C@H]4CNC[C@@H]3N4Cc3cncnc3)cc2)c1 (some centres not stated) the results were DENV2 CPE 1&-1, ERp5 inh 4, SIRT5 inh -4, E-sel inducer 0.0&0.1 and S100A4 MyoIIA -20.
For CN(C)CC#Cc1ccc([C@@H]2[C@@H](CO)N3C(=O)CN(C(=O)c4cccc(F)c4)C[C@H]23)cc1 the results were DENV2 CPE 1, ERp5 inh 6, SIRT5 inh -2, E-sel inducer 0.0 and S100A4 MyoIIA 4.
`NC(=O)c1ccc(-c2c(-c3ccccc3)sc3ccccc23)cc1` gave DENV2 CPE 8, PglD inh -1, ERp5 inh 1, C2C12 statin 15, SIRT5 inh 29*, E-sel inducer 0.1 and S100A4 MyoIIA 0.
`C[C@H]1CN([C@@H](C)CO)C(=O)c2cc(NC(=O)Cc3ccccc3)ccc2O[C@@H]1CN(C)S(=O)(=O)c1ccccc1` gave DENV2 CPE -5, PglD inh -4, ERp5 inh 3, C2C12 statin 16, SIRT5 inh 5, E-sel inducer 0.0 and S100A4 MyoIIA -7.

Compound activity (PubChem)

A portion of the library; rates above refer to the full screens.
